# TDP2 absorb – blocks human TDP2 phosphodiesterase activity | inhibition, % at 12.8 µM | 0.34% of 370,000 active | recombinant TDP2, T5PNP hydrolysis, p-nitrophenol absorbance 415 nm | O95551;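 active = inhibition above the mean of all tested compounds plus 3 SD, set per campaign, cut at about 25% in these data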;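 also: 0% = DMSO with enzyme and 100% = buffer with substrate but no TDP2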
# Target sequence (O95551 whole entry, looked up): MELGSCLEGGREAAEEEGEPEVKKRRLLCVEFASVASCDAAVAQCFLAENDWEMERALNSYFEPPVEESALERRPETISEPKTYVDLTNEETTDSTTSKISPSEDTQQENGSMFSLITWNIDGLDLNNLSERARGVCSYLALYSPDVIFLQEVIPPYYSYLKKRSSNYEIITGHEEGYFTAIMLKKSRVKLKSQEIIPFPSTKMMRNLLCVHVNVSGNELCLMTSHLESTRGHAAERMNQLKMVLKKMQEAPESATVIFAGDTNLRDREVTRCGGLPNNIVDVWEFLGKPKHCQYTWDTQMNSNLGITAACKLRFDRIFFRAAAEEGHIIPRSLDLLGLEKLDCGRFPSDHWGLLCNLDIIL
#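 Assay system: recombinant human TDP2 / Reagent: T5PNP substrate at 5 mM, a TopII-DNA adduct mimic / Measured by: epi absorbance from released p-nitrophenol / Evaluation: % inhibition relative to enzyme-containing and enzyme-free wells / Control set: enzyme-free and DMSO wells / Replicates: each compound tested once, singlicate / Schedule: enzyme reaction with compound for 2 h at 37 °C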
# UHRF1 MBD2 ctr – human UHRF1 methylated DNA binding inhibitors | UHRF1 binding to methylated oligo, TR-FRET | inhibition, % at 4.4 µM | 0.75% of 370,000 active | Q96T88; in the data active = inhibition above about 21%;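 also: UHRF1 SRA domain binding a hemimethylated CpG hairpin DNA probe; 0% = median of test compound wells and 100% = reference inhibitor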
# PRMT1 FP inh – inhibitors of human PRMT1; 1.3% of 370,000 active; inhibition, % at 2.79 µM; Q99873; recombinant PRMT1, activity-based probe fluorescence polarization;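 active = inhibition above about 21% made by adding two undisclosed values, limit read from the data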
# Target sequence (Q99873 whole entry, looked up): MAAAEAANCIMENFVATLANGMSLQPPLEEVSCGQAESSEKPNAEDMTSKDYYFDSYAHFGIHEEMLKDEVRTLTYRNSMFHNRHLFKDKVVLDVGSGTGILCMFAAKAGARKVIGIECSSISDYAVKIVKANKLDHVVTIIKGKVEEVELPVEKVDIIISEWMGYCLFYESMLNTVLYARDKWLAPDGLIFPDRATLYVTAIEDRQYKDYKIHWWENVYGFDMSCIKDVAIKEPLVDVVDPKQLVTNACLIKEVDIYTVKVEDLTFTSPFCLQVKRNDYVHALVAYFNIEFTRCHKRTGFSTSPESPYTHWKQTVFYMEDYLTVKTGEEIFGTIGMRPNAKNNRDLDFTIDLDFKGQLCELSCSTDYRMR
# MBD2 inh – blocks human MBD2 binding to methylated DNA. inhibition, % at 4.4 µM. 0.31% of 370,000 active. TR-FRET, MBD2 binding to methylated oligonucleotide. Q9UBB5; in the data active = inhibition above about 13%
# KLK7 zymogen act – proKLK7 (human) activation, primary screen | activation, % at 7 µM | purified proKLK7, EDANS-DABCYL substrate fluorescence; 100% is mature enzyme control, 0% vehicle | 0.9% of 370,000 active;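 active = activation above the mean of all tested compounds plus 3 SD, computed per campaign excluding outliers beyond control limits, cut at about 13% in these data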
# Target sequence (P49862 whole entry, looked up): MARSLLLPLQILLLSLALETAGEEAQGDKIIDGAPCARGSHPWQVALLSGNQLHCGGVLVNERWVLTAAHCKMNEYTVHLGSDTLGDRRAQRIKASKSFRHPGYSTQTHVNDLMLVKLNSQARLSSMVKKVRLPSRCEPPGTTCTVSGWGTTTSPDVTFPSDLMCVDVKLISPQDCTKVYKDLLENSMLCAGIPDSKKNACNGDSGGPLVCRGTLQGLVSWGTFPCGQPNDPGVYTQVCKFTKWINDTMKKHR
# TCR-CD3 inh – inhibitors of human TCR-CD3 interaction. inhibition, % at 9.4 µM. 0.37% of 360,000 active. AID 651800. TAMRA-labeled TCR probe fluorescence, biochemical; in the data active = inhibition above about 19%;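 also: recombinant mutant TCR 2C K166C tagged with TAMRA read by polarization; 0% = receptor in buffer alone and 100% = receptor with positive control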
# DDE Tn6 FP inh – inhibitors of Tn6 peptide binding to human fibrin DD(E); Fibrin DD(E) TRITC-Tn6 fluorescence polarization displacement; inhibition, % at 8.3 µM; 0.21% of 370,000 active;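 active = inhibition above a per-campaign cutoff: mean of compounds within control limits plus 3 SD, cut at about 15% in these data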;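 also: 0% = median of all compound wells on the plate and 100% = blocking peptide control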
# LEDGF integ inh – blocks HIV-1 LEDGF/p75-dependent DNA integration; 0.64% of 370,000 active; AID 743269; inhibition, % at 3.7 µM; TR-FRET IN-LEDGF/p75 DNA integration, Eu/Cy5;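 active = inhibition above the screen-wide mean plus 3 SD, cut at about 13% in these data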;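 also: signal is the Cy5 over europium emission ratio at 671 and 618 nm; 0% = plate median of compound wells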
# SIAE inh – blocks human sialic acid acetylesterase; 0.69% of 370,000 active; Q9HAT2; SIAE FP-Rh probe binding, fluorescence polarization; inhibition, % at 9.66 µM;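 active = inhibition above a cutoff: mean of compounds within the control limits plus 3 SD of those, cut at about 17% in these data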;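 also: 0% = plate median of compound wells and 100% = probe without SIAE protein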
# DDE Tn7 FP inh – DD(E)-Tn7 binding inhibition, primary FP screen; FP displacement of FITC-Tn7 peptide from fibrin DD(E); 0% = median of compound wells per plate; AID 720508; inhibition, % at 8.3 µM; P02675; 0.13% of 370,000 active;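 active = inhibition above the mean of compounds falling within the control limits plus 3 SD of them, cut at about 14% in these data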;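 also: 0% = plate median of compound wells and 100% = 10 µM Aha-Tn7 peptide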
#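 Test system: human clot-derived fibrin DD(E) complex / Quantity: 2 µM final DD(E) protein / Incubation: 10 min plus 3 h, room temperature / Measured by: fluorescence polarization / Benchmarks: high control of 10 µM Aha-Tn7 peptide / Replicates: singlicate testing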
# An asterisk follows results filed as active; x = not tested or not shown; & = joins results of further samples. Rows are unselected. Share with any hit: about 4.6%.
Molecule,TDP2 absorb,UHRF1 MBD2 ctr,PRMT1 FP inh,MBD2 inh,KLK7 zymogen act,TCR-CD3 inh,DDE Tn6 FP inh,LEDGF integ inh,SIAE inh,DDE Tn7 FP inh
CCOC(=O)N1CCN(C(=O)CCCn2c(=S)[nH]c3ccsc3c2=O)CC1,-19,1,0,-4,0.1,3,0,-6,11,4
COc1ccc(C(=O)Nc2ccc(C(=O)N3CCCCC3)cc2)cc1OC,1,0,6,0,-0.2,-9,0,-2,0,0
CC(C)=C(NC(=O)c1ccccc1Cl)C(=O)NCCc1nc2ccccc2[nH]1,0,0,-1,2,-0.8,-2,0,-4,3,3
CNC(=O)c1sccc1S(=O)(=O)Cc1c(Cl)cccc1Cl,-20,4,-2,-3,-0.2,-5,-3,0,-3,5
Cc1ccc(-c2csc(Nc3ccc(C(=O)O)cc3)[n+]2Cc2ccccc2)cc1,9,1,3,-1,-0.4,9,-2,2,0,-2
CC(C)(C)C(=O)O/N=C(\N)c1ccc(Br)cc1,-3,3,-3,-3,0.2,1,-7,2,-1,-6
COc1cccc(C2CCCCN2Cc2nc(-c3ccc(C)o3)oc2C)c1 (stereo not given),6,-2,1,2,-0.6,-4,4,0,0,2
N#CC(C#N)=Cc1cccn1-c1ccc(C(=O)O)cc1,-10,43*,-1,12,0.6,9,-2,6,-6,2
CC1CCCCC12NC(=O)N(Cc1cc(=O)n3ccsc3n1)C2=O (stereo not given),10,1,3,0,0.0,-8,-2,-1,8,2
COC(=O)CC/C(O)=C1\C(=O)CC(C)(C)CC1=NCCc1nc2ccccc2[nH]1,7,4,1,0,0.1,-1,-5,-3,-6,0
COc1ccc(S(=O)(=O)NC(CC(=O)NCCc2ccccc2)c2ccco2)cc1 (stereo not given),-18,2,3,7,-0.4,-3,-7,-6,-3,6
O=C(NCc1n[nH]c(=S)n1-c1ccc(F)cc1)c1ccc(S(=O)(=O)N2CCCCC2)cc1,-2,0,0,0,0.0,9,3,-3,9,-1
CCOC(=O)c1nc(N)c(=O)n(-c2ccccc2)n1,1,12,2,6,0.0,6,2,0,-1,1
CC(C)(C)[C@H](NC(=O)c1cc(Cl)cc(Cl)c1)C(=O)N1CCC[C@H]1C(=O)N[C@H](C#N)CC(=O)O,8,1,3,-2,x,x,10,1,4,7
COc1ccccc1NC(=O)CSc1nncn1-c1ccccc1,4,-1,-5,-3,-0.1,2,5,3,0,4
CN1C(=O)/C(=C\c2ccccc2F)Sc2ccc(C(=O)NC3CCN(Cc4ccccc4)CC3)cc21,-3,-3,0,-3,0.0,-8,0,1,-1,2
CC(/C=N/n1c(-c2ccncc2)n[nH]c1=S)=C\c1ccco1,3,8,27*,-1,-0.4,-1,-1,16*,4,1
O=C(CSc1n[nH]c(Cc2ccccc2)n1)Nc1ccccc1Br,7,-1,24*,-1,0.3,3,2,-2,2,-1
O=C(c1ccc(S(=O)(=O)N2CCCC2)cc1)N1CCN(c2ccccc2)CC1,0,0,3,3,-0.8,-3,-1,1,-3,3
CCOC(=O)N1CCN(C(=O)CCS(=O)(=O)c2cc3c(cc2Cl)NC(=O)CO3)CC1,6,-1,-4,-3,0.3,4,0,3,-7,-5
COc1cc(/C=C2/C(=O)NN(c3ccc(Cl)c(Cl)c3)C2=O)cc([N+](=O)[O-])c1O,-12,-8,26*,-4,0.2,7,1,6,-8,-5
CCCNS(=O)(=O)c1ccc(CCC(=O)NCc2cccnc2)cc1,7,0,1,1,0.0,1,-1,0,1,0
O=C1C=CC(c2ccccc2)(c2ccccc2)CC1,-9,-1,-7,5,-0.6,6,5,7,-4,-1
C=CCC(=O)N1CCC(n2nccc2NC(=O)c2ccc3c(c2)OCO3)CC1,0,-3,-2,-1,0.0,6,2,-1,-1,-2
O=c1[nH]c(CSc2ncnc3sc(-c4ccccc4)cc23)nc2ccccc12,10,-1,0,-1,0.7,3,2,0,-3,-4
Cc1ccc(CC(=O)Nc2ccc(C(=O)N3CCOCC3)cc2)cc1,11,2,3,3,0.4,6,3,1,1,-8
O=C(NCc1ccccc1)c1cc(S(=O)(=O)N2CCOCC2)ccc1F,2,4,0,-4,0.0,-4,4,2,-10,-8
COc1cccc(/C=C2\SC(=S)N(c3cccnc3)C2=O)c1OC,1,1,10,9,-0.9,-4,-6,8,-5,10
CC(CC(=O)NC1CCCC1)c1ccccc1 (stereo not given),-4,-1,-5,0,0.3,-1,6,-1,1,5
COc1ccccc1Nc1nc(N)nc(CN2CCc3ccccc3C2)n1,5,0,2,2,0.6,2,-7,2,-3,-2
CCOc1ccc(/C(O)=C2/C(=O)C(=O)N(CCCN3CCOCC3)C2c2ccc(F)cc2)cc1C (stereo not given),-1,-1,-1,-4,0.0,-4,-3,1,-1,-7
CCN1C(=NCc2ccco2)N[C@@H](c2cccc(F)c2)C(C(=O)OC)=C1C,0,-1,-1,3,-0.1,3,-17,1,5,1
Cc1cccc2[nH]c(SCC(=O)N3CCOCC3)nc12,-8,-2,-2,-3,0.3,0,0,-2,4,-4
CCc1nnc(NC(=O)c2ncc(Cl)c(Cl)c2Cl)s1,7,4,7,-1,0.1,-4,2,-2,0,4
O=C1C=C(N2CCOCC2)CO1,-1,0,2,-8,0.6,9,9,-6,-3,5
Cc1sc2nnn(CC(=O)N3CCN(C(=O)c4ccco4)CC3)c(=O)c2c1C,-1,2,12,3,-1.6,-5,-1,2,-8,-2

# Complete entries, looked up by structure:
# Results for O=C(c1ccc(S(=O)(=O)N2CCCC2)cc1)N1CCN(c2ccccc2)CC1 → TDP2 absorb: 0; UHRF1 MBD2 ctr: 0; PRMT1 FP inh: 3; MBD2 inh: 3; KLK7 zymogen act: -0.8; TCR-CD3 inh: -3; DDE Tn6 FP inh: -1; LEDGF integ inh: 1; SIAE inh: -3; DDE Tn7 FP inh: 3
# Results for COc1ccccc1NC(=O)CSc1nncn1-c1ccccc1 → TDP2 absorb: 4; UHRF1 MBD2 ctr: -1; PRMT1 FP inh: -5; MBD2 inh: -3; KLK7 zymogen act: -0.1; TCR-CD3 inh: 2; DDE Tn6 FP inh: 5; LEDGF integ inh: 3; SIAE inh: 0; DDE Tn7 FP inh: 4

# Returning to the listing, repeating the 6 entries before the break.
Molecule,TDP2 absorb,UHRF1 MBD2 ctr,PRMT1 FP inh,MBD2 inh,KLK7 zymogen act,TCR-CD3 inh,DDE Tn6 FP inh,LEDGF integ inh,SIAE inh,DDE Tn7 FP inh
CCOc1ccc(/C(O)=C2/C(=O)C(=O)N(CCCN3CCOCC3)C2c2ccc(F)cc2)cc1C (stereo not given),-1,-1,-1,-4,0.0,-4,-3,1,-1,-7
CCN1C(=NCc2ccco2)N[C@@H](c2cccc(F)c2)C(C(=O)OC)=C1C,0,-1,-1,3,-0.1,3,-17,1,5,1
Cc1cccc2[nH]c(SCC(=O)N3CCOCC3)nc12,-8,-2,-2,-3,0.3,0,0,-2,4,-4
CCc1nnc(NC(=O)c2ncc(Cl)c(Cl)c2Cl)s1,7,4,7,-1,0.1,-4,2,-2,0,4
O=C1C=C(N2CCOCC2)CO1,-1,0,2,-8,0.6,9,9,-6,-3,5
Cc1sc2nnn(CC(=O)N3CCN(C(=O)c4ccco4)CC3)c(=O)c2c1C,-1,2,12,3,-1.6,-5,-1,2,-8,-2
COc1ccc(C2C3=C(CC(C)(C)CC3=O)Nc3nc(C)nn32)cc1OC (stereo not given),9,1,0,3,-11,3,13,1,5,4
Cc1cc(-n2c(C)cc(C(=O)COc3cc(F)ccc3[N+](=O)[O-])c2C)no1,3,-3,2,-1,0.1,5,-4,7,-3,-5
O=C(Nc1ccc(F)cc1F)c1cc(-c2ccc(Cl)cc2)nc2ccccc12,11,2,3,2,-0.2,x,0,-5,-2,-1
COc1ccc(NC(=O)CSc2nc(C)cs2)cc1,0,1,2,4,0.0,-7,-8,-5,0,-3
CCCCNS(=O)(=O)CC1NCc2ccc(C)cc21 (stereo not given),7,-5,3,-5,-0.6,x,7,-4,-1,-3
COc1ccccc1N1CCN(C(=O)COc2cc(C)cc3oc(=O)cc(C)c23)CC1,-19,16,1,-1,-1.0,-4,10,1,1,7
O=C(CCC(=O)OCc1ccc([N+](=O)[O-])cc1)Nc1ccc(F)cc1,-15,4,-4,3,0.0,-3,1,5,-4,-1
O=C(Nc1cccnc1)c1ccc(Cl)c(S(=O)(=O)N2CCCCCC2)c1,-11,-3,-3,-1,0.0,8,-1,2,-14,1
O=C(O)Cc1sc(Nc2cccc3ccccc23)nc1-c1ccc(Cl)cc1,15,1,8,1,-1.1,-22,-1,6,-24,-4
Cn1nc(C(=O)OCC(=O)Nc2ccc(Cl)cc2Cl)c2ccccc2c1=O,3,2,3,0,-0.4,-7,-3,-7,9,4
Clc1ccccc1-c1nnc2n1CCCCC2,8,3,-7,3,-0.9,-6,1,1,2,-3
COC(=O)CSc1nc2ncccc2[nH]1,-6,-1,-2,-2,-0.1,0,10,-1,10,-10
Cc1sc(NC(=O)C2C3CCC(O3)C2C(=O)O)nc1-c1ccc(CC(C)C)cc1 (stereo not given),-9,4,4,-1,-0.2,-4,-2,0,3,3
COc1ccc(C(=O)COC(=O)CCNS(=O)(=O)c2ccccc2)cc1Br,7,0,-1,2,-0.2,7,-2,-4,3,1
Nc1ccc(C(=O)O)cc1,-2&-5&1,1&-1&0,-3&-2&-6,-1&4&-2,-0.3&0.2&-0.7,7&-2&8,-1&-2&2,-2&0&-3,6&-1&0,-3&10&-8
N#Cc1ccc(NC(=O)COC(=O)CCNS(=O)(=O)c2ccccc2)cc1,-7,-1,-4,-1,-0.3,1,-6,-1,2,-7
NC(=O)c1ccc[n+](CC(=O)c2ccccc2)c1,-1,-1,1,-5,1.3,-2,-3,3,5,-5
Cc1ccc(C(=O)NCCC(=O)N2CCC3(CC2)NCCc2[nH]cnc23)cc1C,6,2,2,6,0.1,-8,1,-4,2,0
COC(C(=O)Nc1ccc(S(=O)(=O)Nc2ccc(F)cc2)cc1)c1ccccc1 (stereo not given),-2,-1,0,-3,-0.2,6,4,3,-9,-5
